IL1B secr inh: inflammasome signaling inhibition, IL-1 beta readout; THP-1 LPS/ATP IL-1B secretion, AlphaLISA, 16 h; stronger effect = lower value; activity change, % at 57.5 µM; 4.7% of 360,000 active; in the data active = activity change below about -50%; inconclusive = mostly about -30% to -49%; also: % is scaled to controls: 0 for no effect and ±100 for the full control effect
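THP-1 cells pretreated 1 hr with compounds (up to 57.5 uM final), then stimulated with LPS (250 ng/mL final) plus ATP (1.25 mM final); secreted IL-1B measured by AlphaLISA after 16 hr, decreased signal indicating inhibition.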
HepG2 tox: HepG2 cytotoxicity, counter-screen for TGF-b inhibitors; HepG2 CAGA-GFP viability, ATP luminescence, 18 h; Potency, µM (series often up to 46.1 µM), without a hit: top-dose activity change, negative = cytotoxicity, hits mostly cytotoxic; 0.76% of 410,000 active; also: potency is read from the fitted curve at half-maximal effect; some results filed as inactive show a strong effect at the top dose
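HepG2 CAGA-GFP cells (1000/well, DMEM with 1% FBS) received compound, then TGF-beta at 500 pg/mL final, and were incubated 18 hours at 37 degrees C. Viability was read by CellTiter-Glo luminescence. Media-only wells were set as complete cell-killing and DMSO as no toxicity.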
KB-3-1 cytotox: kills parental KB-3-1 adenocarcinoma cells; 1.4% of 400,000 active; Potency, µM (top dose mostly 46.1 µM), inactives show at the highest dose activity change, negative = cytotoxic, most hits filed as cytotoxic; KB-3-1 viability, CellTiter-Glo ATP luminescence, 72 h; also: potency is read from the fitted curve at half-maximal effect; % is scaled to controls: 0 for no effect and ±100 for the full control effect; nearly all actives have a fitted effect of over 60% in size
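Cytotoxicity in the drug-sensitive parental line KB-3-1 was scored as loss of CellTiter-Glo luminescence following 72 h incubation with compound. Values come from curve fitting of normalized concentration-response data.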
HT1080-NT tox: kills 2HG-producing HT-1080-NT fibrosarcoma cells; 1.6% of 360,000 active; Potency, µM (top dose mostly 46.1 µM), inactives show top-dose activity, negative = less viability, actives largely listed as cytotoxic; HT-1080-NT fibrosarcoma viability, CellTiter-Glo ATP luminescence, 48 h;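 also: NT is the 2HG producing partner of a matched IDH1 knockdown line; potency is read from the fitted curve at half-maximal effect; 0% = DMSO-treated cells and -100% = media-only wells without cells; nearly all actives have a fitted effect of over 55% in size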
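Viability by CellTiter-Glo luminescence after 48 h compound exposure at 37C of HT-1080-NT cells (750/well, RPMI, 5% FBS). % activity scaled between DMSO wells and medium-only wells, then curve-fitted and categorized by curve class.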
MCF10A rereplic: inducers of DNA re-replication in MCF 10A breast cells | MCF 10A DNA re-replication, Hoechst nuclear intensity, 48 h | Potency, µM (doses to about 46.1 µM), for inactives: at the highest dose activity, positive = re-replication, usual class: activators | 2.9% of 350,000 active | AID 624296; also: potency is read from the fitted curve at half-maximal effect; % of control where 0% means no effect; nearly all actives have a fitted effect of over 50% in size
ATXN viability: cell viability loss in ATXN counter-screen | S2 cells (HEK-293 line with an ATXN2-luciferase reporter) viability, CellTiter-Fluor protease fluorescence, 24 h | Potency, µM (series often up to 56.7 µM), most hits filed as cytotoxic | 0.49% of 400,000 active; also: potency is read from the fitted curve at half-maximal effect; nearly all actives have a fitted effect of over 40% in size
SW480 rereplic: inducers of DNA re-replication in SW480 colon cancer cells; SW480 DNA re-replication, Hoechst DNA content imaging, 48 h; 1.8% of 340,000 active; AID 624297; Potency, µM (series often up to 46.1 µM), for the others: top-dose re-replication activation, actives largely listed as activators; also: potency is read from the fitted curve at half-maximal effect; % of control where 0% means no effect; nearly all actives have a fitted effect of over 55% in size
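250 cells/well; 23 nL cpd via pin tool; 48 hr, 37 C, 5% CO2; Hoechst 40 min; imager read of total nuclear intensity, ex 405/em 500-530 nm.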
HT1080 IDH1KD tx: toxicity to HT-1080 IDH1 knockdown cells (counter line). HT-1080 IDH1 knockdown viability, ATP luminescence, 48 h. Potency, µM (series often up to 46.1 µM), without a hit: at the highest dose activity, negative = toxicity, usual class: cytotoxic. 2% of 360,000 active. AID 686971;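 also: potency is read from the fitted curve at half-maximal effect; 0% = DMSO wells and -100% = cell-free medium wells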
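Cytotoxicity counter-line: IDH1KD HT-1080, 48 h, CellTiter-Glo. Curves classed by r2, magnitude and activity.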
ATXN2 expr inh: ATXN2 expression inhibition; HEK-293 ATXN2-luciferase reporter, luminescence, 24 h; Potency, µM (highest dose often 57 µM), inactives show at the highest dose activity change, negative = inhibition, hits mostly inhibitors; 0.72% of 360,000 active; AID 1745845; also: potency is read from the fitted curve at half-maximal effect; % is scaled to controls: 0 for no effect and ±100 for the full control effect; nearly all actives have a fitted effect of over 55% in size
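ATXN2-luciferase reporter cells (luciferase flanked by upstream and downstream ATXN2 gene portions) were treated 24 h at 37 °C with compounds at up to 57 uM. SteadyGlo luminescence gave expression; GF-AFC fluorescence gave viability.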
An asterisk follows results filed as active; i = inactive; ? = inconclusive; . = not tested or not shown; & = joins results of further samples; [ ] = dose if it differs, or a comment. Unless noted, calls follow the shape of the dose curve; as a rule, active = well fitted curve in the direction sought with a large enough effect; inconclusive = small, poorly fitted or top-dose-only effect, or another doubt; inactive = no such curve, though single readings can be large; an effect the other way counts as inactive or inconclusive.

SMILES	IL1B secr inh	HepG2 tox	KB-3-1 cytotox	HT1080-NT tox	MCF10A rereplic	ATXN viability	SW480 rereplic	HT1080 IDH1KD tx	ATXN2 expr inh
CCOc1ccc2nc(NC(NC(C)=O)(C(=O)OC)C(F)(F)F)sc2c1 (stereo unspecified)	8	1%	0%	5%	-2%	i	-2%	1%	26%
CS(=O)(=O)c1ccc(Cl)c(NC(=O)CSc2nc3ccccc3c(=O)n2CCCN2CCOCC2)c1	?	0%	-2%	?	8%	i	2%	-21%	.
O=[N+]([O-])c1ccc2c(c1)C(N1CCOCC1)/C(=C/C1(O)CCCCC1)O2 (stereo unspecified)	4	6%	1%	4%	21%	i	3%	3%	4%
COc1ccc(CNC(=O)CSc2nnc3c(Cl)cc(C(F)(F)F)cn23)cc1OC	9	-1%	0%	20%	15%	i	-5%	16%	-25%
COc1ccc(-c2cc(OC(=O)c3cccc(Cl)c3)c3c(C)oc(C)c3c(=O)c2)cc1OC	.	-28%	-8%	.	.	i	.	.	-20%
COc1ccc(S(=O)(=O)NCCCCOc2ccc(Cl)cc2)cc1	3	-24%	?	-12%	?	i	-9%	-17%	-32%
Cc1cc(N2CCN(C)CC2)nc2ccc(NC(=O)CCC(=O)NCCCOC(C)C)cc12	4	7%	0%	-4%	-2%	i	7%	10%	21%
CN(C)c1ccc(P(=O)(OC2CCCCC2)C(O)c2ccccn2)cc1 (stereo unspecified)	-8	6%	-9%	-1%	-3%	i	7%	0%	-17%
COc1cccc(C=Nc2ccc(N3CCOCC3)cc2)c1O	19	24%	0%	0%	-1%	?	7%	13%	.
CCOC(=O)C1(C(F)(F)F)N=C(c2cccnc2)OC(N2CCCCC2)=N1 (stereo unspecified)	-4	-7%	9%	13%	5%	i	-4%	5%	2%
C/C(Nc1cccc(F)c1)=C(/C#N)C(N)=O	11	1%	3%	?	2%	i	3%	?	1%
COc1ccc(CCSc2nnc(C3CCCCC3)n2N)cc1	-7	-1%	-1%	-3%	12%	i	-1%	-5%	-9%
C=CCNC(=O)C(=O)NCCOc1ccccc1Cl	16	-18%	7.3µM*	?	?	i	21µM*	?	5%
CC1=C(C(=O)N2CCOCC2)C(c2c(C)cc(C)cc2C)NC(=S)N1 (stereo unspecified)	-17	-19%	-1%	13%	-7%	i	-6%	22%	-1%
COCCNC(=O)c1sc(=O)n(Cc2ccc(SC)cc2)c1C	-2	5%	0%	1%	.	i	.	-14%	13%
Cc1cccn2c(=O)c(C=O)c(Sc3ncccn3)nc12	-65*	7%	3%	-22%	?	i	12%	-27%	20%
Cc1cc(N/N=C/c2cccc([N+](=O)[O-])c2)nc(-n2nc(C)cc2C)n1	12	-16%	?	0%	?	i	3.7µM*	15%	-27%
Cc1nn(-c2ccccc2)c(C)c1C(=O)N1CCN(S(=O)(=O)c2ccccc2)CC1	0	-3%	0%	-2%	-2%	i	-16%	-1%	0%
C=CCN(Cc1cccc(OC)c1OC)C(=O)Oc1ccccc1	-11	-1%	0%	-2%	12%	i	-7%	-6%	-5%
O=C(CN(CCc1ccccc1)S(=O)(=O)c1ccc(Br)cc1)N/N=C/c1ccc2c(c1)OCO2	-1	6%	-29%	0%	16%	i	-1%	0%	-27%

Nine entries from above, with two lines to a compound.
Values in the order – IL1B secr inh | HepG2 tox | KB-3-1 cytotox | HT1080-NT tox | MCF10A rereplic | ATXN viability | SW480 rereplic | HT1080 IDH1KD tx | ATXN2 expr inh
> CCOc1ccc2nc(NC(NC(C)=O)(C(=O)OC)C(F)(F)F)sc2c1 (stereo unspecified)
 : 8 | 1% | 0% | 5% | -2% | i | -2% | 1% | 26%
> CS(=O)(=O)c1ccc(Cl)c(NC(=O)CSc2nc3ccccc3c(=O)n2CCCN2CCOCC2)c1
 : ? | 0% | -2% | ? | 8% | i | 2% | -21% | .
> O=[N+]([O-])c1ccc2c(c1)C(N1CCOCC1)/C(=C/C1(O)CCCCC1)O2 (stereo unspecified)
 : 4 | 6% | 1% | 4% | 21% | i | 3% | 3% | 4%
> COc1ccc(CNC(=O)CSc2nnc3c(Cl)cc(C(F)(F)F)cn23)cc1OC
 : 9 | -1% | 0% | 20% | 15% | i | -5% | 16% | -25%
> COc1ccc(-c2cc(OC(=O)c3cccc(Cl)c3)c3c(C)oc(C)c3c(=O)c2)cc1OC
 : . | -28% | -8% | . | . | i | . | . | -20%
> COc1ccc(S(=O)(=O)NCCCCOc2ccc(Cl)cc2)cc1
 : 3 | -24% | ? | -12% | ? | i | -9% | -17% | -32%
> Cc1cc(N2CCN(C)CC2)nc2ccc(NC(=O)CCC(=O)NCCCOC(C)C)cc12
 : 4 | 7% | 0% | -4% | -2% | i | 7% | 10% | 21%
> CN(C)c1ccc(P(=O)(OC2CCCCC2)C(O)c2ccccn2)cc1 (stereo unspecified)
 : -8 | 6% | -9% | -1% | -3% | i | 7% | 0% | -17%
> COc1cccc(C=Nc2ccc(N3CCOCC3)cc2)c1O
 : 19 | 24% | 0% | 0% | -1% | ? | 7% | 13% | .

(next part)
SMILES	IL1B secr inh	HepG2 tox	KB-3-1 cytotox	HT1080-NT tox	MCF10A rereplic	ATXN viability	SW480 rereplic	HT1080 IDH1KD tx	ATXN2 expr inh
O=c1ccc2c(-c3ccccc3S(=O)(=O)O)c3ccc(O)c(O)c3oc-2c1O	-4	3%	?	?	-16%	10µM*	4%	15µM*	?
Cc1ccc(NC(=O)CSc2nc3ccccc3c(=O)n2CC2CCCO2)cc1 (stereo unspecified)	0	2%	-9%	-2%	24%	i	22%	-1%	0%
COc1cc(/C=N/N=C(\N)c2nonc2N)cc(OC)c1OC	-9	-5%	-29%	15%	3%	i	-13%	15%	22%
Cc1csc(SCC(=O)Nc2oc(C)c3c(C)n[nH]c(=O)c23)n1	6	-14%	5%	-2%	-1%	?	-4%	-12%	-1%
O=C(Nc1cc(S(=O)(=O)N2CCOCC2)ccc1N1CCCC1)c1cc(=O)[nH]c2ccccc12	-9	1%	0%	-9%	-1%	i	1%	0%	.
CCCc1c(C(=O)N/N=C(\C)CCc2ccc(OC)cc2)nnn1-c1nonc1N	-6	0%	8%	-6%	-3%	?	3%	-2%	-5%
Cc1ccc(/C=N/NC(=O)CCSc2ccccc2)cc1	26	-12%	1%	3%	-3%	?	?	-2%	.
COc1ccc(C2CC(c3ccc(C)cc3)Nc3nc(N)nn32)cc1 (stereo unspecified)	-9	-22%	6%	1%	-182%[0.0737 µM]	i	0%	-12%	-1%
C(=N\N(c1ccccc1)c1ccccc1)/c1ccc(N2CCOCC2)s1	-22	-18%	-2%	0%	?	i	23%	6%	5%
CCSc1ncc(Cl)c(C(=O)Nc2sc3c(c2C(=O)NC)CCCC3)n1	.	-42%&9%	7%&4%	.	.	i	.	.	-5%
CSc1ccc(/C=C/c2cc(=O)c3ccccc3[nH]2)cc1	0	-35%	-16%	-9%	?	i	13%	-14%	6%
CC(=O)Nc1cccc(C(=O)N/N=C/c2ccccc2F)c1	-25	-26%	22%	1%	-3%	i	4%	3%	-11%
OC(c1cc(F)cc(Cl)c1)c1ncc(-c2ccccc2Cl)[nH]1 (stereo unspecified)	4	-49%	0%	-22%	.	?	.	?	-16%
Cc1cc(C)n(-c2nc3ccccc3c(=O)n2OCC(C)C)n1	6	-12%	0%	17%	-9%	i	-2%	-2%	2%
CCCCC(CC)C(=O)Nc1ccc(Nc2ccccc2)cc1 (stereo unspecified)	-8	0%	-21%	2%	14%	i	6%	-1%	0%
COc1ccc(CNC(=O)Nc2nc(C(N)Cc3ccc(Cl)cc3)cs2)cc1 (stereo unspecified)	?	-94%	?	?	.	i	.	16µM*	?
Cc1cc2c(NC(=O)Nc3ccc(C(C)(C)C)cc3)cccc2nn1	80	-21%	?	?	?	?	?	-14%	.
Cn1c(-c2ccc(F)cc2)cnc1SCC(=O)NNC(=O)Cc1ccccc1	-8	-16%	-6%	18%	-15%	i	-9%	0%	-15%
O=C(c1cccs1)N1CCN(c2ncccn2)CC1	8	1%	8%	20%	-1%	?	-1%	9%	-22%
Nc1ccc(S(=O)(=O)NCc2ccccn2)cc1	-15	-2%	3%	?	?	i	2%	19%	-20%
CCC(=O)N1CCc2cc(Br)cc(S(=O)(=O)N3CCN(c4ccccc4)CC3)c21	.	-8%	0%	.	.	i	.	.	5%
Fc1ccc(-c2cnc3n2CCCCC3)cc1	-17	-20%	-12%	0%	-11%	i	-65%[inhibitor][1.84 µM]	-2%	-5%[2.22 µM]
COc1cccc(NC(=O)Cn2c(=O)n(Cc3ccc(F)cc3)c(=O)c3sc4ccccc4c32)c1	.	-5%	13%	.	.	?	.	.	-14%
C=CCNC(=O)c1cc(-c2ccc3c(c2)OCO3)on1	-20	-5%	?	-23%	6%	i	?	?	?
O=C(O)CNS(=O)(=O)c1c(Cl)cccc1Cl	18	0%	-4%	23%	12%	i	-33%[inhibitor]	8%	?
O=C(NNC(=O)C1CCCCC1)c1ccncc1	6	-1%	2%	1%	-5%	i	-8%	3%	12%
CCOc1ccc(-n2ccnc2)nn1	-12	-19%	4%	9%	-3%	i	-19%	1%	3%
Cc1ccc(NC(=O)CN(c2cc(C)cc(C)c2)S(=O)(=O)c2c(C)noc2C)nc1	-4	-16%	?	0%	-2%	i	6%	0%	-20%
COc1cccc2c1cc1c(=O)n(CC(=O)N3CCCCCC3)nc(C)n12	13	-16%	-1%	4%	-6%	i	0%	5%	.
O=C1OCC/C1=C\c1ccc2c(c1)OCO2	-8	0%	2%	-1%	8%	i	10%	5%	-18%
CCS(=O)(=O)c1ccc2c(c1)N(S(=O)(=O)c1ccc(Cl)cc1)CC(C(=O)O)O2 (stereo unspecified)	7	-6%	7%	20%	-14%	i	-31%	19%	3%
